# Screening data: PubChem BioAssay, several laboratories
# SKN-1 inh: inhibitors of C. elegans SKN-1; C. elegans VP596 Pgst-4::GFP/RFP ratio, acrylamide-induced, 24 h; inhibition, % at 21.8 µM; 360,000 tested, 0.49% active; AID 624304;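 active = interference check ratio from 0.5 to 1.5 plus GFP to RFP signal ratio inhibition reaching or exceeding a fixed threshold, cut at about 30% in these data, passing the limit was not always enough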; also: some compounds called inactive have numbers as strong as hits
# Neddyl block: cullin neddylation inhibition. calls only at 25 µM. TR-FRET cullin neddylation, biochemical. P61081+Q13564. AID 651699. 360,000 tested, 0.58% active; in the data active = inhibition above about 36%
# MT1-MMP act inh: MT1-MMP (human) activation inhibition; 360,000 tested, 0.061% active; HT1080 RFP-PRO-GFP cells, GFP/RFP ratio fluorescence, overnight; percent of plate control window, DMSO zero; GFP/RFP ratio change, % at 20 µM; P50281;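 active = GFP/RFP ratio change of at least 30% with cell ATP level not reduced by more than half and red fluorescence within 50% of control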; also: strong numbers were not always called active
#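 Assay system – RFP-PRO-GFP reporter HT1080 cells · Compound dosing – single dose of 20 µM compound, 1% DMSO final · Incubation – overnight compound exposure at 37 °C · Measure – GFP/RFP fluorescence ratio · Benchmarks – DMSO wells and RFP-L50D-GFP cells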
# MsrA inhibitor: bovine MsrA inhibition; purified bovine MsrA, absorbance read-out; inhibition, % at 15.5 µM; 360,000 tested, 0.75% active; in the data active = inhibition above about 4.5%;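 also: 0% = vehicle wells with enzyme and 100% = reference inhibitor wells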
# MsrA act: activators of bovine methionine sulfoxide reductase A; purified bovine MsrA, absorbance read-out; 360,000 tested, 0.3% active; AID 602163; activation, % at 10.6 µM; in the data active = activation above about 7.5%;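 also: 0% = vehicle and 100% = reference activator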
# CendR NRP1 mod: modulators of CendR peptide binding to human neuropilin-1; O14786; FAM-RPARPAR peptide binding to NRP-1, fluorescence polarization; inhibition, % at 25 µM; 360,000 tested, 0.85% active; AID 602438;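 active = inhibition or corrected inhibition above about 18%, plus a signal ratio from 0.5 to 1.5, limit read from the data, passing the limit was not always enough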; also: strong numbers were not always called active
# eLon inh: inhibitors of E. coli Lon protease; purified E. coli Lon protease, fluorescence polarization; AID 602123; 360,000 tested, 0.42% active; P0A9M0; inhibition, % at 7.94 µM; in the data active = inhibition above about 13%, passing the limit was not always enough;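 also: 0% = enzyme with probe and DMSO and 100% = no enzyme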
# Target sequence (P0A9M0 whole entry, looked up): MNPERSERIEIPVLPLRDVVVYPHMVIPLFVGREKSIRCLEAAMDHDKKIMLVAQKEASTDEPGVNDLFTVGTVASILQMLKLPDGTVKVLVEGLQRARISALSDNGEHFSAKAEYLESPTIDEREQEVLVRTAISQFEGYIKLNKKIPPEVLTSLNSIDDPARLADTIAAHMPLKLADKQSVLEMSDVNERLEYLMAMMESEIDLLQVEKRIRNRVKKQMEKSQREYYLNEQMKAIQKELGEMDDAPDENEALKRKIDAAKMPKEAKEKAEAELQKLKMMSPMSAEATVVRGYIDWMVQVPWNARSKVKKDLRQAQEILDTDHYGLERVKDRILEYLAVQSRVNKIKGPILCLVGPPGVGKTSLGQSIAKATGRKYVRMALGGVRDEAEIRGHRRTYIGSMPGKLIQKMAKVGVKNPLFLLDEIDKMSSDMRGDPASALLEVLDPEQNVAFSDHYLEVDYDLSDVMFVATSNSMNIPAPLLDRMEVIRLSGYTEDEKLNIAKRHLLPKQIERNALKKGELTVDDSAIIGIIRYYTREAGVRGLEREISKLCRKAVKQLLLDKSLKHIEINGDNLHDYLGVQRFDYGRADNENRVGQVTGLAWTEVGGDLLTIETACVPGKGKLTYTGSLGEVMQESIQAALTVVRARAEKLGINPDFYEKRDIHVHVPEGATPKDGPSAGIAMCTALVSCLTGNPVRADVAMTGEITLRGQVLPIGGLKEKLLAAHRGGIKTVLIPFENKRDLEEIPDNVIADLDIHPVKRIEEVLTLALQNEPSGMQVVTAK
# Rin1 Abl inh: human Rin1-Abl interaction inhibition; P00519+Q13671; TR-FRET Rin1/Abl binding, biochemical; inhibition, % at 7.35 µM; 360,000 tested, 0.4% active; AID 588664; in the data active = inhibition above about 5%, passing the limit was not always enough
# FAS-TE inh: blocks the thioesterase domain of human fatty acid synthase. 360,000 tested, 0.67% active. inhibition, % at 15 µM. AID 602261. P49327. recombinant FAS-TE, OMFH fluorogenic substrate, fluorescence endpoint;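 active = compounds whose normalised, plate-corrected inhibition of enzyme fluorescence in the single-dose primary screen is 50% or more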;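 also: 0% = DMSO with enzyme and 100% = substrate without enzyme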
# Starred values were filed as active, the others as inactive; i = inactive; / = no result given; + = active, no number. Rows were taken by chance; 4.2% or so of the library scored in one or more.
SMILES,SKN-1 inh,Neddyl block,MT1-MMP act inh,MsrA inhibitor,MsrA act,CendR NRP1 mod,eLon inh,Rin1 Abl inh,FAS-TE inh
CC1(CCc2ccccc2)NC(=O)N(CC(=O)Nc2ccc(S(N)(=O)=O)cc2)C1=O (configuration not stated),9.3,i,2.7,-0.4,3.5,10.7,-11.8,-2.0,-4.3
Cc1onc(-c2ccccc2)c1C(=O)N1CCCC(C(F)(F)F)C1 (configuration not stated),-5.9,i,-3.6,-0.1,-3.5,15.3,-2.2,0.0,-1.5
CCCCC1CC2=C(C(=O)OC(C)(C)O2)C(c2ccc(Cl)cc2)O1 (configuration not stated),-0.1,i,-1.1,0.6,0.1,-7.6,-3.4,2.7,23.6
Cc1ccc2c3c(cccc13)-c1ccccc1C2=O,12.5,i,-13.9,0.1,-2.4,12.1,39.5*,-2.4,17.9
Cc1ccc(-n2c(SCC(=O)NC3CCS(=O)(=O)C3)nc3ccccc3c2=O)cc1 (configuration not stated),-3.6,i,-5.6,1.5,-1.7,-0.9,-1.1,-0.1,-3.0
CC1CCCN(S(=O)(=O)c2ccc(NC(=O)c3cccc(-n4cnnn4)c3)cc2)C1 (configuration not stated),3.9,i,3.4,0.7,1.7,4.1,-3.3,-1.5,21.7
COCCCNC(=O)c1ccc2c(=O)n(CC3CCCO3)c(=S)[nH]c2c1 (configuration not stated),-5.2,i,1.7,1.2,-9.7,-10.4,3.7,-0.1,-7.2
Cc1cc(NC(=O)c2cc(-c3ccc(C)c(C)c3)nc3ccccc23)no1,13.9,i,0.4,2.0,-2.6,4.3,-9.1,3.1,22.5
O=C(Nc1ccc2c(c1)OCCO2)C(c1ccncc1)n1c(=O)c(-c2ccco2)nc2ccccc21 (configuration not stated),12.6,i,-6.4,1.4,/,1.6,/,/,/
COc1cc(NC(=O)CCC(=O)c2cccs2)cc(OC)c1,-1.2,i,-1.8,-0.2,-0.6,-4.0,-9.7,0.0,0.2
CS(=O)(=O)c1ccc2nc(NC(=O)c3ccc(=O)[nH]c3)sc2c1,3.5,i,1.1,6.3*,-18.8,-11.3,-1.8,-2.7,-3.5
CC(=O)C1=C(C)NC(=S)NC1c1cccc([N+](=O)[O-])c1 (configuration not stated),-6.3,i,-0.3,2.6,-4.7,5.5,5.1,-1.4,-4.3
COc1ccc(C(=O)NC(C(=O)OCC(=O)Nc2sccc2C(N)=O)C(C)C)cc1 (configuration not stated),-22.6,i,0.7,-0.5,-7.0,-10.0,5.7,1.1,-4.4
CC(=O)CC[N+](C)(C)C,-8.1,i,-2.5,0.5,-5.7,-5.5,5.2,-0.9,-8.6
COC(=O)c1ccc(/C=C/C(=O)c2ccc(OC)c(OC)c2)cc1,-15.1,i,-3.8,/,-1.5,-22.4,2.0,-0.1,0.7
CCCC(=O)Nc1ccc(C(=O)NNC(=O)c2ccccc2Br)cc1,9.0,i,2.2,1.5,-6.6,3.4,7.0,5.5,-11.7
O=C(NCCCn1ccnc1)C(=O)c1c[nH]c2ccccc12,2.3,i,0.1,1.8,-4.2,-0.4,-10.6,-2.8,-3.7
CC(=O)NC(Cc1c[nH]c2ccccc12)C(=O)NCCc1ccccn1 (configuration not stated),4.2,i,3.4,0.1,-2.3,5.3,-0.9,2.9,-6.1
CCc1ccc([C@@H]2CC=C(C(=O)O)[C@H](c3ccccc3)N2S(=O)(=O)c2ccc(C)cc2)cc1,-1.9,i,-1.0,-1.2,-1.4,-4.5,-6.1,4.8,-3.4
C#CCNC(=O)C1=C[C@@H](c2ccc(C(F)(F)F)cc2)C[C@@H](OCc2ccc(CO)cc2)O1,-6.1,i,-0.2,-0.1,-0.4,-0.2,-15.1,0.7,6.0
CCC(=O)NCCc1nc2cc(NC(=O)c3ccc(F)cc3)ccc2n1C,-3.8,i,1.7,1.0,-1.6,2.7,-6.1,-3.8,-4.1
COc1cc2c(cc1OC)C(=O)N1[C@H]3c4cc(C)ccc4OC[C@@H]3[C@H](c3ccccc3)[C@]1(C)C(=O)N2,20.3,i,-3.4,-0.7,-2.6,7.1,-8.6,3.5,64.5*
c1ccn(-c2ncnc3sc4c(c23)CCCC4)c1,28.4,i,-5.9,-0.7,-4.2,-4.7,-8.8,-5.1,-1.0
[O-][n+]1c2ccccc2cc2ccccc21,6.5,+,-1.5,1.3,-1.4,13.7,27.4,-3.1,-4.4
Cc1ccc(CNC(=O)c2nnn(CC(=O)Nc3cc(C)cc(C)c3)c2N)cc1,17.5,i,0.1,0.1,-3.5,2.8,-4.0,1.0,-6.9
COc1cccc(/C=N/NC(N)=S)c1OS(=O)(=O)c1ccccc1,11.3,i,1.6,1.6,-7.3,-1.5,-0.1,3.9,-1.5
Cc1cnc(C(=O)OC(C)C(=O)NC2CCCc3ccccc32)cn1 (configuration not stated),-13.5,i,1.6,-0.8,-5.8,-10.9,-11.5,1.1,-5.8
C=CCC[C@H](Cc1ccc(F)cc1)C(=O)OC[C@@H](Cc1c[nH]c2ccccc12)NC(=O)[C@@H](CC=C)CC(=O)N[C@H](CO)Cc1ccccc1,24.1,i,7.5,-0.5,-1.1,-11.7,0.6,3.5,8.7
CC1CCN(C(=O)CSc2nnc(N)s2)CC1,0.6,i,-1.6,-0.7,-3.1,-3.4,-9.0,-0.4,-3.5
CCOc1ccccc1OCC(=O)N/N=C(\C)Cc1ccc(OC)cc1,-2.6,i,-9.9,0.9,3.7,2.5,4.2,-4.7,-10.5
CCC(=O)N1c2ccccc2[C@@H](N(C(C)=O)c2ccccc2)C[C@H]1C,2.4,i,10.9,0.0,-0.9,2.7,0.5,2.9,-8.6
O=C1NC(=O)C(c2cccs2)(c2cccs2)N1,19.9,i,-3.1,0.0,1.9,4.5,6.8,1.7,-4.9
COc1ccc(NC(=O)CCc2ccccc2)cc1S(=O)(=O)N1CCCCC1,0.3,i,6.4,2.4,-2.8,-4.5,-5.9,-1.1,3.7
COc1cc(OC)cc(C(=O)NNC(=O)CN2C(=O)NC3(CCCC3)C2=O)c1,4.2,i,3.1,-0.7,-1.1,-8.2,4.2,-3.3,-2.3
COc1ccc(/C=N/Nc2nc3ccccc3c(=O)[nH]2)cc1,-3.8,i,3.7,-0.6,-3.2,-0.4,-0.5,1.2,-11.1
CCN(CC)C(=O)CSc1ccccc1N,3.3,i,3.5,-1.6,0.0,-7.0,-11.0,2.7,-8.1
CC(C)C[C@H]1CN([C@@H](Cc2ccccc2)CN2CCC[C@H]2CN2C(=O)C(=O)NC[C@@H]2Cc2ccccc2)C(=O)C(=O)N1CCc1ccccc1,-0.4,i,8.4,-0.3,-1.7,-10.1,-8.5,/,2.4
N#Cc1ccc(C(=O)NN2C(=O)NC3(CCCCC3)C2=O)cc1,6.1,i,-2.0,0.0,-4.9,6.6,-6.8,0.4,-7.8
Cc1ccc(/C(=C\CN2CCCC2)c2ccccn2)cc1,-4.2,i,0.2,2.5,1.5,-5.6,-8.6,0.3,-2.9
O=C(Nc1ccc(N2CCOCC2)c2nonc12)C1CCCC1,13.1,i,8.6,0.1,0.7,4.1,-2.0,-8.0,-8.3

# 3 entries from above, arranged by their value in SKN-1 inh, low to high.
canonical_smiles	SKN-1 inh	Neddyl block	MT1-MMP act inh	MsrA inhibitor	MsrA act	CendR NRP1 mod	eLon inh	Rin1 Abl inh
CCOc1ccccc1OCC(=O)N/N=C(\C)Cc1ccc(OC)cc1	-2.6	i	-9.9	0.9	3.7	2.5	4.2	-4.7
CC(C)C[C@H]1CN([C@@H](Cc2ccccc2)CN2CCC[C@H]2CN2C(=O)C(=O)NC[C@@H]2Cc2ccccc2)C(=O)C(=O)N1CCc1ccccc1	-0.4	i	8.4	-0.3	-1.7	-10.1	-8.5	/
c1ccn(-c2ncnc3sc4c(c23)CCCC4)c1	28.4	i	-5.9	-0.7	-4.2	-4.7	-8.8	-5.1

# (listing goes on)
SMILES,SKN-1 inh,Neddyl block,MT1-MMP act inh,MsrA inhibitor,MsrA act,CendR NRP1 mod,eLon inh,Rin1 Abl inh,FAS-TE inh
NC(=O)NN=C1C2CCCC1C(c1ccccc1)NC2c1ccccc1 (configuration not stated),-9.1,i,7.0,-1.0,-10.9,44.8*,8.4,0.8,9.8
COc1cc(C(=O)Nc2cc(S(=O)(=O)N3CCOCC3)ccc2N2CCOCC2)ccc1OC(F)F,16.7,i,-0.1,0.2,-2.6,2.5,1.8,2.7,5.3
Cc1nc2nc[nH]n2c(=O)c1NS(C)(=O)=O,2.2,i,-2.7,-0.7,-10.8,7.2,-2.4,-4.0,-8.1
O=C(c1cncc(Br)c1)N1CCN(S(=O)(=O)c2ccccc2)CC1,-21.7,i,-2.1,-0.6,2.1,0.2,-5.2,2.8,-5.3
CCOc1cc(-c2noc(CCC(=O)NCCc3ccccc3)n2)ccc1OC,-15.8,i,-2.2,0.5,-4.2,-2.4,0.4,4.5,2.6
CCCn1c(CNC(=O)Cc2ccccc2)nc2ccccc21,6.7,i,-1.7,-0.5,-1.2,-6.3,-0.6,1.3,-6.2
COc1ccc(OC)c(NC(=S)NCc2ccc(S(N)(=O)=O)cc2)c1,9.2,i,4.2,3.1,-1.9,5.9,-7.1,-1.4,-0.9
Cc1ccc(C(=O)C2=C(O)C(=O)N(Cc3cccnc3)C2c2ccc(N(C)C)cc2)o1 (configuration not stated),5.7,i,-0.4,2.0,-3.2,-11.0,0.1,0.6,0.9
CCC(C)(C)n1nnnc1C(c1ccc(C)cc1)N1CCN(Cc2cccnc2)CC1 (configuration not stated),-20.0,i,0.9,-0.7,-5.4,-8.0,-3.1,0.2,-8.7
O=C(CSc1nccn(-c2ccc(Br)cc2)c1=O)NCc1ccccc1,-3.0,i,-7.5,1.7,-0.2,-3.9,-14.1,-5.6,-1.5
Cc1cccc(NC(=O)c2ccc(NCC3CCCO3)c([N+](=O)[O-])c2)n1 (configuration not stated),0.9,i,11.1,0.9,-4.8,-18.8,-0.1,-3.6,-0.8
Cc1c(C(=O)NCc2cccc(C(F)(F)F)c2)sc(=O)n1Cc1ccc(C(=O)N(C)C)cc1,-25.2,i,0.8,-0.9,-1.9,-2.7,-4.2,-0.7,-4.7
CCOC(=O)c1cc(-c2ccccc2)nn1CCC#N,6.7,i,-0.5,0.1,-1.0,3.6,-7.6,-1.7,-1.0
CCOC(=O)c1c(C)[nH]c(C(=O)COC(=O)COc2ccccc2C)c1C,7.5,i,-0.7,0.7,-6.1,-2.5,-1.6,-1.9,10.1
Cc1ccc(NC(=O)Nc2cc(S(=O)(=O)N(C)C)ccc2C)cc1,-8.2,i,0.2,-0.7,-6.1,-6.4,0.3,0.4,8.4
CCOC(=O)N1CCN(C(=S)Nc2ccccc2C(C)C)CC1,7.6,i,-1.0,0.7,-2.6,-0.4,2.9,0.6,-2.7
CC(C)Cn1c(N)c(C(=O)CSc2nnc(C3CC3)n2C2CC2)c(=O)n(C)c1=O,3.9,i,0.9,2.5,-0.5,-7.1,-10.2,-2.9,17.1
CCc1nnc(SCc2cccc(F)c2)nc1CC,18.2,i,1.2,0.3,0.9,-2.7,9.4,-0.3,9.0
COc1ccc(C2(O)CCN(C(=O)c3c(F)cccc3F)CC2)cc1,5.6,i,-4.7,0.0,-4.8,1.2,-6.4,-3.8,-3.7
CCC(C)(C)n1nnnc1C(C(C)C)N1CCN(C)CC1 (configuration not stated),6.8,i,-9.1,0.1,-1.4,6.5,-12.3,4.5,-2.1
COc1ccc(-c2ccc(-c3cc(=O)oc4c(C(C)C)ccc(C)c34)cc2)cc1,11.7,i,-4.8,1.5,-3.7,-15.9,2.4,0.8,16.3
CCNc1c(NS(=O)(=O)c2ccc(OC)c(Cl)c2)c(=O)oc2ccccc12,8.5,i,0.0,0.9,-2.8,2.8,3.9,2.7,0.0
